# ALDH1A1 block: ALDH1A1 (human) enzyme inhibition; 220,000 compounds, 7.3% hits; Potency, µM (series often up to 75.3 µM), for the others: at the top dose activity, negative = inhibition, actives largely listed as inhibitors; P00352; Purified ALDH1A1, NADH fluorescence, propionaldehyde substrate; active means well fitted inhibition curve with a large enough effect, not every such curve was filed as active; inconclusive means small, poorly fitted or top-dose-only effect, or another doubt; inactive means no such curve, though single readings can be large or run the other way;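 further: plate controls were no enzyme wells and a reference inhibitor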
# Target sequence (P00352 whole entry, looked up): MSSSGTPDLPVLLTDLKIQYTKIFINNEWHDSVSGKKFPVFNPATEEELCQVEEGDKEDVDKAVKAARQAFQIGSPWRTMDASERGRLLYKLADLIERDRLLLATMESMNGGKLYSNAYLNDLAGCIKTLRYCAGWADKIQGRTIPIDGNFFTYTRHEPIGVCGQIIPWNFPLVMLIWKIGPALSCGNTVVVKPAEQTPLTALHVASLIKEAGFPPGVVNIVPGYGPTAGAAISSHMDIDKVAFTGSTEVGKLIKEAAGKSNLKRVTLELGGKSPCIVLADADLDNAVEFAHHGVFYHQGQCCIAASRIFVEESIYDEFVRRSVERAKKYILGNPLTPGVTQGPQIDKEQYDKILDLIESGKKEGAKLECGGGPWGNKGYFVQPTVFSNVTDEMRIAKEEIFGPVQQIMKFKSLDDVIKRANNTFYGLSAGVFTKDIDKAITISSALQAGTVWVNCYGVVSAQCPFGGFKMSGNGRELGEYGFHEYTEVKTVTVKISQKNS
# Tau ThT inhib: tau fibrillization inhibition (ThT binding) | Potency, µM (highest dose often 57.4 µM), inactives show at the top dose activity, negative = inhibition, usual class: inhibitors | AID 1460 | P10636 | 270,000 compounds, 2.1% hits | recombinant tau K18 P301L, heparin-induced fibrillization, ThT fluorescence; further: on the % scale 0 is the no-effect control and ±100 the full control effect; nearly all actives have a fitted effect of over 55% in size
# Target sequence (P10636 561-689 P618L limits assumed): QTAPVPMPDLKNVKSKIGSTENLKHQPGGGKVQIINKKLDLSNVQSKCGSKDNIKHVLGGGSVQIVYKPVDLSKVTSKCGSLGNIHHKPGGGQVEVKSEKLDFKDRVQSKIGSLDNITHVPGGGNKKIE
#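 Fibril formation assay: tau K18 P301L at 15 uM with trace Alexa 594 label, heparin inducer 20 uM, pH 7 sodium acetate buffer, 37 C for 6 hr; endpoint ThT signal.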
# HttQ103 aggreg: mutant huntingtin aggregation inhibition | Potency, µM (highest dose often 46.1 µM), inactives show top-dose activity change, negative = inhibition, actives largely listed as inhibitors | PC12 HttQ103-GFP aggregates, Acumen cytometry, 40 h | 220,000 compounds, 1.1% hits | AID 1688; further: on the % scale 0 is the no-effect control and ±100 the full control effect; nearly all actives have a fitted effect of over 60% in size
#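 Aggregate formation scored by laser-scanning cytometer (488 excitation, 500–530 emission) in lysed PC12 cells expressing Q103-GFP after 100 nM tebufenozide induction; library tested in dose series, with ATPLite reagent added in the multiplex.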
# SMN2 splice up: increases expression of the SMN2 splice variant; HEK293 SMN2-luciferase splicing reporter, luminescence, 30-36 h; Potency, µM (titrated, usually from 46.1 µM), inactives show at the highest dose activity change, positive = activation, hits mostly activators; 210,000 compounds, 2.8% hits; AID 1458; further: % of control where 0% means no effect; nearly all actives have a fitted effect of over 55% in size
#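 qHTS luciferase splicing reporter: luminescence rises when SMN2 exon 7 is included in transfected HEK293 cells. Compound exposure lasted 30-36 h at 37C, with 4.5 mM final sodium butyrate as control, followed by a ONE-Glo read.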
# JMJD2E inh: blocks human JMJD2E demethylase activity | 230,000 compounds, 1.6% hits | JMJD2E catalytic domain, FDH-coupled NADH fluorescence (FDH is formaldehyde dehydrogenase) | AID 2147 | Potency, µM (top dose mostly 57.1 µM), without a hit: top-dose activity change, negative = inhibition, most hits filed as inhibitors | B2RXH2; active means well fitted inhibition curve with a large enough effect, not every such curve was filed as active; inconclusive means small, poorly fitted or top-dose-only effect, or another doubt; inactive means no such curve, though single readings can be large or run the other way;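 further: 0% = wells with enzyme and -100% = buffer wells without enzyme; nearly all actives have a fitted effect of over 50% in size; many of its hits are not listed in these tables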
# Target sequence (B2RXH2 1-337 limits assumed): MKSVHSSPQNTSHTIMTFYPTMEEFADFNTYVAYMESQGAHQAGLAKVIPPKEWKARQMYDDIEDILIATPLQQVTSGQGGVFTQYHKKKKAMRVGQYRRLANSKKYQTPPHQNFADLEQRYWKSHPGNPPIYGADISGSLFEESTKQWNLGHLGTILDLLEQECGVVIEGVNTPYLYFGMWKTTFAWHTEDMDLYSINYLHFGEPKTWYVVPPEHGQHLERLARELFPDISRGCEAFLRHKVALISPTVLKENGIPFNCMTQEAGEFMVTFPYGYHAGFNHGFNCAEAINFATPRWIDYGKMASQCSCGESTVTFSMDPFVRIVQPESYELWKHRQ
# HTT ATP protect: protects HTT-Q103 PC12 cells, measured by ATP; 230,000 compounds, 0.14% hits; PC12 HTT-Q103 induced, cytoprotection, ATP luminescence, 40 h; Potency, µM (top dose mostly 56.4 µM), for the others: cytoprotection (ATP increase), usual class: activators;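 further: % of control where 0% means no effect; nearly all actives have a fitted effect of over 45% in size; toxic huntingtin expression switched on by the ecdysone agonist tebufenozide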
#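 Cells were plated at 1500 per well in phenol red-free DMEM with 5% equine and 5% calf serum. Tebufenozide (100 nM final) and compounds were added, then ATPlite reagent, and luminescence was read.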
# Tau FP inhib: tau fibrillization inhibition (FP); P10636; K18 P301L tau heparin fibrillization, Alexa594 FP, 6 h; Potency, µM (top dose mostly 57.7 µM), without a hit: at the highest dose activity, negative = inhibition, hits mostly inhibitors; 280,000 compounds, 0.39% hits; further: on the % scale 0 is the no-effect control and ±100 the full control effect; nearly all actives have a fitted effect of over 55% in size
#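 FP of Alexa 594-tau after heparin (20 uM) induction. Substrate: human K18 P301L, 15 uM unlabeled, 0.24 uM labeled. Buffer 100 mM sodium acetate pH 7. 6 hr, 37 C.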
# Tau fluor counter: counter-screen for tau fibril formation inhibitors | tau K18 P301L Alexa594 fluorescence, heparin fibrillization | Potency, µM (doses to about 57.7 µM), without a hit: at the highest dose activity change, negative = decrease | AID 1463 | 280,000 compounds, 0.93% hits; further: on the % scale 0 is the no-effect control and ±100 the full control effect; nearly all actives have a fitted effect of over 55% in size
#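 Human tau K18 P301L (15 uM unlabeled, 0.24 uM Alexa 594-labeled) in 100 mM sodium acetate pH 7 with 20 uM heparin, 6 hr at 37 C. ThT 30 uM added, 1 hr ambient; Alexa 594 FP and total fluorescence read at 555/632 nm.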
# The depositor's hits bear a star; ? = inconclusive; . = not tested or not shown; & = joins results of further samples; [ ] = another dose, or the depositor's remark. Unless noted, the call rests on the fitted dose curve; in most records, active means well fitted curve in the direction sought with a large enough effect; inconclusive means small, poorly fitted or top-dose-only effect, or another doubt; inactive means no such curve, though single readings can be large; an effect the other way counts as inactive or inconclusive. Potency means the concentration at half of the fitted maximal effect. These rows are one share of the data, so the mix of outcomes need not match the whole.
SMILES,ALDH1A1 block,Tau ThT inhib,HttQ103 aggreg,SMN2 splice up,JMJD2E inh,HTT ATP protect,Tau FP inhib,Tau fluor counter
O=C(NNS(=O)(=O)c1ccc(Cl)cc1Cl)c1cc2ncc(C(F)(F)F)cc2s1,3%,?,-7%[9.22 µM],.,-16%,16%[10 µM],10%,-16%
CCOC(=O)C1CCCCN1Cc1cc(OC)ccc1OC (stereo unspecified),16µM*,-8%,2%[9.22 µM],-15%,?,7%,0%,-3%
CC1(C)N=C(N)N=C(N)N1c1ccc(C(=O)O)cc1,2%,3%,14%,-21%,-6%,14%[10 µM],0%,-4%
COc1cc(CNCCc2ccccc2)ccc1OCC(N)=O,1%,-7%,-3%,10%,-2%,9%[10 µM],5%,-4%
COc1cc(/C=N/NC(=O)c2ccc(CSc3nncn3C)cc2)ccc1OCC(=O)N1CC(C)OC(C)C1 (stereo unspecified),-6%,-8%,13%,0%,-18%,-2%[10 µM],-2%,0%
O=C1CC(NNc2ccccc2)C(=O)N1c1ccc(N2CCCCC2)cc1 (stereo unspecified),?,3%,14%,-5%,-9%,-4%[10 µM],1%,7%
CCCCOc1ccc(C(=O)N/C(=C\c2cccc([N+](=O)[O-])c2)C(=O)OCCC)cc1,3%,-2%,-24%,7%,6%,1%,0%,-3%
O=C(Nc1ccccc1)c1cccc(S(=O)(=O)N2CCCCC2)c1,?,5%,-13%,-40%[inhibitor],-4%,11%,-11%,-16%
Oc1[nH]c2ccccc2c1C1=NCCCC1,2%,?,4%,6%,8%,4%[0.074 µM],17%,-9%
Cc1ccc(NC(=O)/C(C#N)=C/c2cn(CC(=O)NCc3ccco3)c3ccccc23)cc1C,-9%,-8%,8%[9.22 µM],.,1%,-16%[10 µM],0%,-11%
CC(=O)/C(C[N+]1(C)CCCCC1)=N\O,0%,0%,18%,-26%,0%,24%[10 µM],10%,7%
CCOC(=O)c1c(C)[nH]c(C(=O)OCC(=O)N2CCN(S(=O)(=O)c3ccccc3)CC2)c1C,4%,-14%,16%[9.22 µM],5%,-1%,13%,2%,-15%
C1N2CN3CN1CN(C2)C3,-1%,-6%,.,-6%,5%,-6%,-2%,-17%
Clc1ccccc1-c1nc(-c2cccnc2)no1,-6%,2%,-1%,11µM*,7%,-84%[inhibitor],0%,-5%
CC1=C(C(=O)Nc2ccc(C)cc2C)C(c2ccc(Cl)cc2)n2nc(C(=O)OC(C)C)nc2N1 (stereo unspecified),-12%,1%&7%,?,0%&25%,-5%,-2%[10 µM],-1%&-1%,5%&-6%
Cc1cc(C(=O)N/N=C/c2ccc3c(c2)OCO3)c2ccccc2n1,.,-4%,-6%[9.22 µM],.,-8%,-28%[10 µM],-9%,-13%
CC(c1ccccc1)n1c(S(=O)(=O)O)nc2ccccc21 (stereo unspecified),1%,-1%,-1%,.,0%,-30%[inhibitor],-2%,3%
CC1(C)CC(=O)C2=C(C1)N(c1ccc(F)cc1)C(=O)C2(NC(=O)c1ccccc1F)C(F)(F)F (stereo unspecified),24%,8%,8%,12%,6%,.,3%,-3%
O=c1nc2n(c3cc(Cl)c(S(=O)(=O)N4CCOCC4)cc13)CCCCC2,-12%,-5%,7%,-4%,-11%,5%[10 µM],0%,0%
CSc1nsc(SC)c1C(=O)Nc1ccc(C)cc1,-4%,-13%,-13%,-10%,9%,-19%,-2%,-12%
Cc1cc(OCc2nc(-c3ccncc3)no2)cc(C)c1Cl,-2%,-10%,-1%[9.22 µM],-7%,-3%,-7%[10 µM],-7%,-9%
CCC(C)(NC(=O)CNC(C)=O)C(=O)NC1CCCCC1 (stereo unspecified),-2%,-13%,-9%,?,14%,-12%,3%,-7%
COc1ccc(-c2ccc(-c3noc(-c4ccccc4F)n3)c(OC)n2)cc1,?,-13%,-4%,0%,?,4%,-3%,-4%
N#CCSCC(=O)Nc1ccc(Br)cc1,5%,-11%,-14%,.,2%,6%,4%,-10%
CCOc1cc(C(=O)OCC(=O)NC(C)c2ccccc2)ccc1OCC(=O)N1CCOCC1 (stereo unspecified),?,5%,-11%,-18%,1%,-21%,-5%,2%
C#CCOCCOCCOCCNc1nc(N2CCN(C(=O)C(Cc3ccc(O)cc3)n3cc(C(N)CC(C)C)nn3)CC2)nc(N2CCN(C(=O)C(Cc3cc4ccccc4[nH]3)n3cc(C(N)Cc4ccc(O)cc4)nn3)CC2)n1 (stereo unspecified),1%,?,-12%[9.22 µM],.,-3%,-4%[10 µM],?,-15%
CCOC(=O)C1CCN(CC(=O)N(CC(C)C)c2c(N)n(CC(C)C)c(=O)[nH]c2=O)CC1,?,-2%,?,4%,?,-24%,-7%,-8%
CCCn1c(SCC(=O)N2c3ccccc3Sc3ccccc32)nc2c1c(=O)n(C)c(=O)n2C,?,?,-22%,0%,13%,14%,11%,-7%
Cc1ccc(S(=O)(=O)Oc2ccc(/C=N/NC(=O)c3c(Cl)cnn3C)cc2)cc1,?,-5%,-1%,-25%,3%,4%[10 µM],?,-28%
CC(C)C(NC(=O)OCc1ccccc1)C(=O)N1CCOCCOCCOCC1 (stereo unspecified),-3%,-5%,9%,-29%,3%,-27%,-3%,-9%
CCCCOc1ccc(C(=O)OCC(=O)Nc2cc(C)c(C)cc2[N+](=O)[O-])cc1,0%,0%,0%,-22%,-1%,13%[10 µM],2%,-1%
Cc1cc(/C=C2/SC(=O)NC2=O)c(C)n1-c1ccc(N2CCOCC2)cc1,-8%,-14%,-13%,-25%,-4%,12%[0.074 µM],1%,-4%
O=C(N=Nc1c(O)[nH]c2ccc([N+](=O)[O-])cc12)c1cc(-c2ccccc2Cl)nc2ccccc12,-7%,?,11%,2%,21%,12%[10 µM],11%,-17%
COc1ccc(C2CC(C(F)(F)F)n3nc(C(=O)Nc4ccc5c(c4)OCO5)cc3N2)cc1 (stereo unspecified),1%,?,-14%,-5%,-15%,-5%,-5%,-18%
CCc1ccc(C(=O)NC(=S)Nc2ccc(N3CCOCC3)cc2)cc1,11µM*,?,-19%,11%,-1%,-37%[inhibitor],?,?
O=C(CSc1nnc(-c2cccs2)o1)N1CCCc2ccccc21,?,-8%,6%,-10%,13%,3%[10 µM],4%,-8%
O=C(NCc1ccco1)C(=O)NCC1OCCN1S(=O)(=O)c1ccc(F)cc1 (stereo unspecified),-10%,-6%,18%,5%,-4%,.,-6%,-5%
CN(C)S(=O)(=O)c1cccc(NC(=S)N/N=C/c2ccc(O)c(O)c2O)c1,.,3.2µM*,-7%[9.22 µM],.,7.9µM*,40%[10 µM],7.1µM*,13µM*[quencher]
COc1cc(C2C(C(=O)OC(C)C)=C(C)Nc3[nH]c(=O)[nH]c(=O)c32)ccc1O (stereo unspecified),0%,0%,3%,-11%,-8%,-30%[1.9 µM],6%,-6%
COc1ccc(NS(=O)(=O)c2cccc(NC(=O)CCS(=O)(=O)c3ccccc3)c2)cc1,?,-5%,-63%,-13%[1.84 µM],5%,15%[10 µM],?,-23%

# Part of the list above, as tab-separated lines.
mol	ALDH1A1 block	Tau ThT inhib	HttQ103 aggreg	SMN2 splice up	JMJD2E inh	HTT ATP protect	Tau FP inhib	Tau fluor counter
CCOC(=O)C1CCN(CC(=O)N(CC(C)C)c2c(N)n(CC(C)C)c(=O)[nH]c2=O)CC1	?	-2%	?	4%	?	-24%	-7%	-8%
O=C(CSc1nnc(-c2cccs2)o1)N1CCCc2ccccc21	?	-8%	6%	-10%	13%	3%[10 µM]	4%	-8%

# (continued)
SMILES,ALDH1A1 block,Tau ThT inhib,HttQ103 aggreg,SMN2 splice up,JMJD2E inh,HTT ATP protect,Tau FP inhib,Tau fluor counter
N#Cc1c(Sc2ncc(C(F)(F)F)cc2Cl)nsc1C/C=N\OCc1ccccc1Br,10µM*,?,11%,10%,-2%,11%[10 µM],0%,-30%
Cc1ccc(CNC(=O)c2c[nH]n3c(=O)c(Cc4ccc(F)cc4Cl)c(C)nc23)cc1,.,28µM*,.,-9%,.,.,-5%,?
CCCCc1noc2c1/C(=N\O)CC(c1ccccc1)C2 (stereo unspecified),-1%,-6%,-17%,18%,6%,9%[10 µM],3%,0%
CC1(C)Cc2nc(NC3CCCCC3)c(C#N)cc2CO1,?,-7%,.,-22%,0%,.,1%,-12%
CCC(C)n1c(SCC(=O)/C(C#N)=C(\C)N)nc2ccccc2c1=O (stereo unspecified),-14%,-14%,-14%,-7%,12%,.,-14%,?
NC(=S)NNc1cccc(Cl)c1,1.6µM*,?,14%,3%,-7%,17%,?,-19%
Cc1ccc(S(=O)(=O)N2C(=O)C(c3ccccc3)SC2=Nc2ccccc2)cc1 (stereo unspecified),8.9µM*,-2%,-5%,16%,-11%,11%,-7%,-7%
COc1ccc(N2CCN(Cc3nc4ccsc4c(=O)[nH]3)CC2)cc1,-2%,-8%,29%,5%,0%,26%,2%,-11%
CCn1c(SCC(=O)Nc2ccccc2-c2ccccc2)nnc1-c1ccoc1C,?,-11%,12%,-7%,-9%,0%,-3%,-2%
Cn1c(=O)c2c(nc(SCC(=O)Nc3ccccc3N3CCCCC3)n2C)n(C)c1=O,-13%,?,-17%,10%,-1%,1%[10 µM],7%,-7%
Cc1ccc(/C=N/NC(=S)NC2CCCCC2)o1,.,.,0%[9.22 µM],.,-7%,19%[10 µM],3%,-4%
N#Cc1c(N)sc2c1CCN(C(=O)OCc1ccccc1)C2,10µM*,?,-7%,23%,-10%,-17%,10%,-25%
CC(C)(C)OC(=O)NCC(=O)Oc1cc2oc(=O)cc(-c3ccccc3)c2cc1Cl,25µM*,-17%,4µM*,-32%[inhibitor],?,-20%[10 µM],4%,-21%
Cc1nn(CC(=O)NCc2ccccc2Br)c(=O)c2cc3occc3n12,.,7%,.,4%,.,.,-4%,1%
COc1ccc(O)c(C2(O)C(=O)c3ccccc3C2=O)c1,.,-1%,-20%[9.22 µM],.,4%,14%[10 µM],3%,-2%
O=C(NCCN1CCOCC1)c1noc2c1CCc1ccccc1-2,-8%,-9%,-12%,10µM*,-5%,-12%,-2%,0%
COC(=O)c1cnc(Nc2cccc(C(F)(F)F)c2)c([N+](=O)[O-])c1,.,-14%,-31%[9.22 µM],.,1%,-12%[10 µM],8%,-22%
O=C1CSC(c2ccc(F)cc2)N1c1nc2ccccc2s1 (stereo unspecified),7%,-8%,-7%,-13%,-5%,.,-13%,-24%
